# From PubChem
# GDH-TPI counter: inhibits GDH-TPI coupling enzymes, artifact for Mtb FBA screen | inhibition, % at 4.8 µM | GDH-TPI coupled enzyme counterscreen, NADH absorbance | 360,000 compounds, 1.2% hits; in the data active = inhibition above about 30%;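 note: 0% = DMSO wells and 100% = wells lacking the enzyme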
# Vc quorum ag: quorum light induction in luxS cqsA deficient V. cholerae. AID 588436. activation, % at 18.7 µM. 350,000 compounds, 0.16% hits. V. cholerae BH1578 lux reporter, luminescence, 6 h; in the data active = activation mostly above about 9.7%, no sharp cut-off; note: not every result past the cut was called active; inactives centre near 0; reference of the scale not given here
# BioA inh: blocks M. tuberculosis BioA enzyme activity. purified M. tuberculosis BioA enzyme, plate reader. inhibition, % at 9.99 µM. 360,000 compounds, 0.096% hits; in the data active = inhibition above about 40%
# TcdB inh: TcdB glycohydrolase inhibition | 350,000 compounds, 0.24% hits | P18177 | TcdB glycohydrolase enzymatic assay, plate reader | AID 652162 | inhibition, % at 9.99 µM; in the data active = inhibition above about 10%
# UGM FP inh: Mtb UDP-galactopyranose mutase inhibition; P9WIQ1; purified UGM, fluorescence polarization probe displacement; inhibition, % at 10 µM; 320,000 compounds, 0.06% hits; AID 504406; in the data active = inhibition above about 10%, passing the limit was not always enough
# Target sequence (P9WIQ1 whole entry, looked up): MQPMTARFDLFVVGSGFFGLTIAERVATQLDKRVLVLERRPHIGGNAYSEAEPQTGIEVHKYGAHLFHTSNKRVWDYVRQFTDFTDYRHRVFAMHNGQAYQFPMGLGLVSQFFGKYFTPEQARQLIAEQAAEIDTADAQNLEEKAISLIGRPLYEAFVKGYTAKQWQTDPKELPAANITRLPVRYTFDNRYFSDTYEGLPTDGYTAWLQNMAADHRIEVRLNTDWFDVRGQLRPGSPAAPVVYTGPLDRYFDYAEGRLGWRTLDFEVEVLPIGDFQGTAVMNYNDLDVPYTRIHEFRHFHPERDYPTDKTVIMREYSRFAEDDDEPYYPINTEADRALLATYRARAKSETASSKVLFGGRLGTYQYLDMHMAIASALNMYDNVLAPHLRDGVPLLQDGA
# FadD28 binding: M. tuberculosis FadD28 bisubstrate binding inhibition; FadD28 bisubstrate probe binding, fluorescence polarization; inhibition, % at 12.5 µM; 360,000 compounds, 0.22% hits; AID 588549; in the data active = inhibition above about 8.5%, passing the limit was not always enough
# PfHsp40 rescue: rescue of PfHsp40-mediated yeast toxicity. S. cerevisiae expressing PfHsp40, growth rescue, ATP luminescence. 340,000 compounds, 0.68% hits. AID 504582. growth rescue, % at 12.5 µM; in the data active = growth rescue above about 28%, passing the limit was not always enough;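 note: yeast W303a lacking pdr1 and pdr3 grown in galactose medium; growth measured after three days at 30 °C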
# Y pestis TopoI: Y. pestis Topo-I inhibition via cleavage products; AID 504884; Y. pestis Topo-I cleavage product accumulation, plate reader; activity, % at 10 µM; 360,000 compounds, 0.064% hits; in the data active = activity above about 50%, passing the limit was not always enough; note: inactives centre near 2
# FBA Mtb inh: inhibitors of M. tuberculosis fructose-bisphosphate aldolase; P9WQA3; purified M. tuberculosis FBA, fluorescence read-out; inhibition, % at 1 µM; 360,000 compounds, 2.3% hits; in the data active = inhibition above about 27%;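 note: 0% = vehicle and 100% = reference inhibitor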
# Target sequence (P9WQA3 whole entry, looked up): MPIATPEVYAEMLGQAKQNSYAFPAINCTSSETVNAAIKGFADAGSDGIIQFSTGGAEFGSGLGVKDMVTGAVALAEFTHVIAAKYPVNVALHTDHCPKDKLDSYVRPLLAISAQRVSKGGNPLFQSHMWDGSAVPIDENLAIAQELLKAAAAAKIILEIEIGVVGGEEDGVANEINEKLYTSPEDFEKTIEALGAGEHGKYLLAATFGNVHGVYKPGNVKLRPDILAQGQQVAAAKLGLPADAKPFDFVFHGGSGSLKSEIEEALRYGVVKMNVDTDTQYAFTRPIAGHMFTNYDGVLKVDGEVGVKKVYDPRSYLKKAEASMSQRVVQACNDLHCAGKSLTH
# Numbers without * were called inactive; i = inactive; · = not tested or not shown; & = joins results of further samples.
# A first look (6 entries):
SMILES,GDH-TPI counter,Vc quorum ag,BioA inh,TcdB inh,UGM FP inh,FadD28 binding,PfHsp40 rescue,Y pestis TopoI,FBA Mtb inh
C/C(=N\NC(=O)CCc1ccc(S(=O)(=O)N2CCOCC2)cc1)c1ccc(OC(F)F)cc1,3.1,-0.2,1.2,2.5,·,-2.1,-0.4,3.7,0.5
COCc1c(C(=O)N/N=C/c2ccncc2)nnn1-c1nonc1N,0.0,-1.3,0.5,0.8,1.8,-0.1,-0.9,7.1,2.1
COc1ccc2c(c1)c(C(C)=O)c(C)n2CCc1ccccc1,8.8,-1.2,4.5,2.7,0.5,-1.2,2.5,32.5,2.1
Cc1ccc(C)c(NC(=O)Cn2nnc(C(=O)Nc3c(C)cccc3C)c2N)c1,11.2,0.0,-1.9,·,0.3,-12.6,0.5,-7.5,-1.2
COc1ccc(C(O)c2nc(-c3cnc4ccccc4c3)cs2)cc1 (stereo unspecified),9.7,-0.3,0.1,1.6,·,-4.2,·,7.4,2.6
CC(=O)N1CCc2cc(N=NC3=C(O)CC(C)(C)CC3=O)ccc21,1.6,-0.1,·,0.3,-2.6,1.3,-0.2,-1.1,-37.9

# The list itself, repeating the preview:
SMILES,GDH-TPI counter,Vc quorum ag,BioA inh,TcdB inh,UGM FP inh,FadD28 binding,PfHsp40 rescue,Y pestis TopoI,FBA Mtb inh
C/C(=N\NC(=O)CCc1ccc(S(=O)(=O)N2CCOCC2)cc1)c1ccc(OC(F)F)cc1,3.1,-0.2,1.2,2.5,·,-2.1,-0.4,3.7,0.5
COCc1c(C(=O)N/N=C/c2ccncc2)nnn1-c1nonc1N,0.0,-1.3,0.5,0.8,1.8,-0.1,-0.9,7.1,2.1
COc1ccc2c(c1)c(C(C)=O)c(C)n2CCc1ccccc1,8.8,-1.2,4.5,2.7,0.5,-1.2,2.5,32.5,2.1
Cc1ccc(C)c(NC(=O)Cn2nnc(C(=O)Nc3c(C)cccc3C)c2N)c1,11.2,0.0,-1.9,·,0.3,-12.6,0.5,-7.5,-1.2
COc1ccc(C(O)c2nc(-c3cnc4ccccc4c3)cs2)cc1 (stereo unspecified),9.7,-0.3,0.1,1.6,·,-4.2,·,7.4,2.6
CC(=O)N1CCc2cc(N=NC3=C(O)CC(C)(C)CC3=O)ccc21,1.6,-0.1,·,0.3,-2.6,1.3,-0.2,-1.1,-37.9
COc1ccc(C2=NS(=O)(=O)N(C)C(C(=O)N3CCC(C)CC3)=C2)cc1,31.1*,-0.2,-1.0,1.6,-0.9,-0.4,-0.1,12.1,0.1
CC1CN(C=O)CC(C)N1CCN1C(C)CN(C=O)CC1C (stereo unspecified),9.1,i,-0.8,0.5,·,-0.2,-0.3,6.0,0.4
O=C(CCCOc1ccccc1)N1CCN(c2ccccn2)CC1,7.5,-0.1,3.7,·,1.8,-2.3,-0.6,0.3,9.6
C[C@]1(CO)CCC[C@@]2(C)C1CC[C@@H](CO)[C@@H]2CCc1ccoc1 (stereo partly specified),5.5,i,2.1,-1.1,2.4,·,0.8,5.3,-0.5
Cc1cccnc1C1=NOC(Cc2ccccc2)C(=O)N1Cc1ccc2c(c1)OCO2 (stereo unspecified),9.1,-1.0,-1.3,0.7,·,-6.0,·,18.6,-1.2
CC1CCCCN1C(=O)CSc1nc2ccccc2[nH]1 (stereo unspecified),9.9,-0.6,·,1.7,2.9,0.0,-0.4,7.2,2.3
O=C1CCCc2oc3ccc(NS(=O)(=O)c4cccc5cccnc45)cc3c21,3.8,-0.3,9.3,0.7,-1.0,-0.2,6.2,44.3,-1.5
Cc1ccc(S(=O)(=O)N(C)C)cc1NC(=O)c1cc(-c2ccncc2)nc2ccccc12,11.8,-1.6,-2.1,1.1,0.1,-4.1,-0.5,1.6,4.8
Cc1cccc(CCNC(=O)CCNS(=O)(=O)c2cc(Br)cnc2N)c1,1.7,-2.9,-1.0,0.6,-1.0,-2.6,-1.2,2.2,0.9
CCOc1cc(/C=N/NC(=O)c2ccc3c(c2)OCCO3)cc(Br)c1O,40.6*,i,-1.0,-5.3,-0.2,-4.6,2.0,-4.8,4.7
Cc1ccn(CC(=O)NC2CCCN(Cc3ccc(CC(C)C)cc3)C2)n1 (stereo unspecified),2.1,i,-0.4,1.7,0.9,-2.5,-1.6,20.5,-1.8
C=CC[C@@H](CC(=O)N[C@@H](CO)Cc1ccccc1)C(=O)N[C@H](COC(=O)[C@H](CC=C)CC(=O)OC(C)(C)C)Cc1c[nH]c2ccccc12,1.3,0.8,-1.1,0.4,-0.6,-2.0,8.6,13.9,-2.5
Nc1nc(-c2ccc(NC(=O)c3ccco3)cc2)cs1,9.3,0.4,0.3,-4.0,-0.1,-4.2,-1.4,-2.9,-0.3
COc1ccc(CNC(=O)c2ccc3c(c2)N(C)CCS3)cc1,19.9,-0.2,-1.1,0.1,2.3,0.5,-0.2,6.7,51.9*
CCC1NC(=O)c2cc3ccccc3cc2-n2c1nc1cc(F)ccc1c2=O (stereo unspecified),-5.2,-0.4,1.3,0.8,·,-5.0,·,28.3,-0.7
Cc1ccc(S(=O)(=O)N2CCC(C(=O)C3C(=O)CC(C)(C)CC3=O)CC2)cc1,2.5,-0.8,·,-1.6,0.4,-1.2,-1.4,3.4,2.1
COc1ccc(-c2csc(C(O)c3ccc(F)cc3)n2)cc1 (stereo unspecified),0.9,-0.4,-1.2,1.3,·,-1.6,·,-2.7,-0.6
O=C1CSC(c2ccccc2F)N1c1cc(Cl)ccc1O (stereo unspecified),-6.4,-0.2,·,·,-0.1,-1.1,1.0,-1.1,-6.9
Cc1cc(C(=O)COC(=O)CCC(=O)c2ccc3c(c2)OCCO3)c(C)n1Cc1ccco1,7.8,·,-1.3,·,-0.7,-1.7,0.7,18.9,-0.7

# More results follow.
SMILES,GDH-TPI counter,Vc quorum ag,BioA inh,TcdB inh,UGM FP inh,FadD28 binding,PfHsp40 rescue,Y pestis TopoI,FBA Mtb inh
Fc1ccccc1CCNc1c2c(nc3ncnn13)CCCC2,-3.5,8.7,1.8,0.9,-0.8,0.2,0.1,-9.6,5.4
Cc1nn(CC(=O)Nc2ccc3nc4n(c(=O)c3c2)CCCC4)c(C)c1[N+](=O)[O-],8.9,-0.2,1.0,0.9,2.7,-3.0,-1.1,-1.0,3.7
Cc1nc2ccccc2c(=O)n1-c1ccccn1,7.4,-1.7,·,·,0.9,-3.1,-1.3,-1.1,1.5
COc1cc(CNC2CCCCCC2)cc(OC)c1O,-4.9,i,-0.4,·,-2.9,-1.9,-0.5,-2.0,-3.1
O=C(NCCNCC(O)COc1ccc(O)cc1)N1CCOCC1 (stereo unspecified),4.3,i,-1.5,5.5,·,-3.1,-2.2,1.5,-2.0
Cc1nn(Cc2ccc(Cl)cc2Cl)c(Cl)c1/C=C/C(=O)OCC(=O)NCC(F)(F)F,-4.1,6.2,-0.6,·,0.4,-4.4,4.2,46.9,-0.9
O=C(CN1C2=NCCCN2c2ccccc21)c1ccc2c(c1)OCO2,4.2,-12.5,0.7,-0.3,-1.0,-1.9,0.1,5.0,4.0
CCOc1ccc(N(CC(=O)NCc2ccccc2OC)S(C)(=O)=O)cc1,-7.0,-0.2,0.7,·,-1.8,-4.3,-0.6,12.0,-2.5
O=C(/C=C/c1ccco1)N1CCN(S(=O)(=O)c2ccc(F)c(F)c2F)CC1,11.4,i,-9.2,1.4,0.7,-1.0,-1.2,-0.7,0.2
Cc1cc(NC(=O)CSc2nnc(C3CC3)n2N)no1,11.4,-0.4,-3.3,-5.4,6.2,-1.7,-0.6,-14.2,1.9
Cc1ccc(S(=O)(=O)N2CCOCC2)cc1C(=O)OCC(=O)N1CCCC1=O,12.3,·,·,1.2,-2.1,1.5,-1.9,-10.0,2.6
COC(=O)c1cc(COC(=O)c2cccnc2SC)oc1C,-3.6,0.5,·,·,2.4,-1.3,-0.6,2.8,3.4
CCN(CC(=O)Nc1ccc(OC)cc1)C(=O)CSCc1c(C)noc1C,-5.6,-0.4,2.7,0.5,2.2,-1.1,0.1,0.9,-1.4
CCN(CC)C(=O)c1ccc(NC(=O)COC(=O)c2ccc(Cl)s2)cc1,3.5,-3.1,-0.3,0.9,-0.6,·,0.9,15.9,-2.6
COc1cc(-c2nn3c(-c4cccnc4)nnc3s2)cc(OC)c1OC,7.9,i,-2.9,·,1.8,0.2,1.0,-6.0,8.3
CSc1cccc(NCc2ccc([N+](=O)[O-])cc2)c1,-1.8,-0.2,0.1,-1.0,-0.7,2.0,-0.3,2.7,-5.6
Clc1cc(Cl)cc(Nc2ncn[nH]2)c1,0.6,-0.2,2.6,·,-0.6,-1.9,0.7,3.7,2.3
O=C1c2ccsc2SCCN1Cc1ccc(F)cc1,0.4,i,0.7,2.2,3.5,-0.4,0.0,5.6,1.1
CCCNC(=O)N1[C@H]2CC[C@@H]1C(C(=O)OC)=C(c1cccc(Cl)c1)C2,4.0,-7.1,0.2,3.6,-3.2,-2.9,-2.3,-0.7,-1.7
CN1CCN(C(=O)C2=C[C@@H](c3csc4ccccc34)C[C@@H](OCCCCO)O2)CC1,3.5,-9.1,0.7&-0.4,1.4&-0.2,-0.4,-0.2,-1.6,15.5,3.0
CSCCC(NC(=O)c1ccccc1)C(=O)N/N=C(\C)c1ccccc1 (stereo unspecified),-2.2,-0.2,-0.9,0.6,-1.1,-0.6,-1.1,1.6,2.3
CC(C)(C)OC(=O)N1CCCC1C(=O)NCCc1ccccc1 (stereo unspecified),11.0,i,-4.6,·,-0.2,1.3,-1.8,-14.2,-3.7
CC(C)C(NC(=O)c1ccc(Br)cc1)C(=O)NC1=NCCS1 (stereo unspecified),9.3,i,·,0.7,-1.1,-0.3,-1.9,1.8,-1.3
O=C(O)c1cc(NCc2ccc(F)cc2)ccc1N1CCOCC1,11.2,i,-3.0,·,-2.6,-0.1,1.1,-7.3,4.5
COc1ccc(C(=O)Nc2ccccn2)cc1,8.4,-1.0,-1.8,·,0.2,-1.7,-0.3,1.0,1.1

# Next part.
SMILES,GDH-TPI counter,Vc quorum ag,BioA inh,TcdB inh,UGM FP inh,FadD28 binding,PfHsp40 rescue,Y pestis TopoI,FBA Mtb inh
COc1ccc(C2C3=C(CCCC3=O)Nc3n[nH]c(C)c32)cc1OC (stereo unspecified),7.5,-0.4,1.3,1.5,1.1,-2.1,0.3,1.1,-1.4
Cc1c(CCC(=O)O)c(=O)oc2c(C)c(OCc3cc4c(cc3Cl)OCO4)ccc12,7.2,-0.4,0.6,1.1,-1.1,-7.9,-0.9,27.9,1.5
CCC(OC(=O)CC1Sc2ccccc2NC1=O)C(=O)NCC1CCCO1 (stereo unspecified),10.7,i,·,0.0,-2.7,-0.7,-2.3,4.0,-0.4
COc1ccccc1N1C(=O)CC(Sc2nc(C)cc(C)n2)C1=O (stereo unspecified),-7.1,-7.1,0.1,0.7,-0.8,-0.3,-0.5,-5.6,1.9
COc1ccc(-c2nn(-c3ccccc3)cc2C2CC(c3cccs3)=NN2C(=O)CCCC(=O)O)cc1 (stereo unspecified),-1.5,-0.6,·,·,2.6,-3.9,1.2,4.2,11.4
O=C(COC(=O)c1c(Cl)cccc1Cl)Nc1cccc(S(=O)(=O)NC2=NCCCCC2)c1,6.7,0.2,0.0,-2.6,0.7,-3.0,0.2,16.1,-2.3
Nc1nonc1/C(=N/O)N1CCN(CCO)CC1,-5.0,10.0,0.0,·,-3.4,-1.4,-1.4,3.7,-1.5
CC(=O)c1c(C)[nH]c(C(=O)CSc2nc3ccccc3c(=O)n2CCCO)c1C,0.3,-0.6,4.8,0.7,-0.1,-4.5,-0.6,3.1,-0.5
CC(=O)Nc1ccc(NC(=O)c2ccccc2F)cc1,-0.5,-0.7,-0.9,·,-0.7,-1.3,-1.4,1.2,0.3
COc1ccc(NC(=O)COC(=O)C2CCC(C(C)(C)C)CC2)c([N+](=O)[O-])c1 (stereo unspecified),4.5,i,·,·,1.6,0.3,-0.7,4.5,-0.1
CC1=Nc2ccccc2/C1=C/c1c(N)n2c(S(=O)(=O)C(C)C)nsc2nc1=O,-1.9,-0.5,0.9,-3.6,-0.2,4.7,-0.3,1.5,1.0
CCOC(=O)N1CCC(NC(=O)C2CCC(CNS(=O)(=O)c3ccc(OC)cc3)CC2)CC1 (stereo unspecified),14.5,-0.5,-3.3,·,·,0.2,-0.7,-0.3,-0.8
O=C(CSc1nnnn1-c1ccc(O)cc1)c1ccc(F)cc1,-4.4,i,0.3,2.5,0.5,-3.3,0.9,-8.5,1.6
Cc1cc(=O)c2ccccc2n1CC(=O)NCc1ccccc1,-3.7,-0.3,2.7,·,-0.2,-3.8,2.1,-1.8,1.4
O=C(NCC(O)c1nc2ccccc2[nH]1)c1cc2ccccc2[nH]1 (stereo unspecified),·,·,4.7,5.4,·,-1.7,·,·,10.9
